Assay outcomes deposited in PubChem BioAssay by National Center for Advancing Translational Sciences (NCATS).
PGK inhibitor – T. brucei PGK inhibition; P07378; hit rate 0.043% among 380,000; Potency, µM (top dose mostly 57.5 µM), inactives show at the highest dose activity change, negative = inhibition, usual class: inhibitors; PGK/GAPDH coupled, Kinase-Glo luminescence, 60 min; also: % is scaled to controls: 0 for no effect and ±100 for the full control effect; nearly all actives have a fitted effect of over 60% in size
Target sequence (P07378 whole entry, looked up): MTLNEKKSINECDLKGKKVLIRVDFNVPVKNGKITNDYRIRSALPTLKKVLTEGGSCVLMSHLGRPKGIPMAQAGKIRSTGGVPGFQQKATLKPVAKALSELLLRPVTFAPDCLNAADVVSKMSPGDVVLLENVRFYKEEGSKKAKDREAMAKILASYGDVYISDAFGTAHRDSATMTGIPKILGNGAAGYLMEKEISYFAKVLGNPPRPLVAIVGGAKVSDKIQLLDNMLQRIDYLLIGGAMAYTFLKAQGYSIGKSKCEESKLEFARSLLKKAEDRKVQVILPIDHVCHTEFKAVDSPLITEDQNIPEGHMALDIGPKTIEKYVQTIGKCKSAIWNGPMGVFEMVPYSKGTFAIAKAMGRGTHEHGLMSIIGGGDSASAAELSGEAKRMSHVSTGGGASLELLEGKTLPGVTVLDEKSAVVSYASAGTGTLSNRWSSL
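Luminescent ATP detection (Kinase-Glo Plus) follows a 60-minute room-temperature incubation, with wells lacking PGK as controls. Buffer: 100 mM TEA (pH 7.6), 5 mM MgCl2, 0.01% Tween-20. Coupling enzyme GAPDH (100 nM final) supplies unstable 1,3-BPG in-well.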
HP1b binding inh – blocks HP1-beta chromodomain binding to methylated histone tails; hit rate 0.56% among 390,000; Potency, µM (doses to about 114 µM), for inactives: at the top dose activity change, negative = inhibition, usual class: inhibitors; AlphaScreen HP1-beta / biotin-H3K9me3 peptide binding; P83916; also: nearly all actives have a fitted effect of over 70% in size; inactives centre near 23
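Compound inhibition of the preformed complex between 50 nM HP1-beta and 50 nM biotinylated H3K9me3 peptide was read by AlphaScreen. Buffer was PBS pH 7.4 with 0.01% Tween-20. Incubations ran 30 min at room temperature, with 10 ug/mL donor/acceptor beads.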
ERG-DNA inh – ERG Ets/DNA interaction inhibition | P11308 | fluorescence polarization, His-ERG Ets domain / labelled DNA | Potency, µM (highest dose often 76.9 µM), for the others: at the highest dose FP activity, negative = inhibition, usual class: inhibitors | hit rate 0.028% among 370,000; active = well fitted inhibition curve with a large enough effect in the polarisation, with a control signal flat; inconclusive = small, poorly fitted or top-dose-only effect, or effect the other way, or a change in a side signal; inactive = no such curve, though single readings can be large or run the other way; the % refers to the polarisation;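 also: polarization taken with two DNA probes labelled with fluorescein and Texas red; % of control where 0% means no effect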
Target sequence (P11308 whole entry, looked up, the tested form may be a part): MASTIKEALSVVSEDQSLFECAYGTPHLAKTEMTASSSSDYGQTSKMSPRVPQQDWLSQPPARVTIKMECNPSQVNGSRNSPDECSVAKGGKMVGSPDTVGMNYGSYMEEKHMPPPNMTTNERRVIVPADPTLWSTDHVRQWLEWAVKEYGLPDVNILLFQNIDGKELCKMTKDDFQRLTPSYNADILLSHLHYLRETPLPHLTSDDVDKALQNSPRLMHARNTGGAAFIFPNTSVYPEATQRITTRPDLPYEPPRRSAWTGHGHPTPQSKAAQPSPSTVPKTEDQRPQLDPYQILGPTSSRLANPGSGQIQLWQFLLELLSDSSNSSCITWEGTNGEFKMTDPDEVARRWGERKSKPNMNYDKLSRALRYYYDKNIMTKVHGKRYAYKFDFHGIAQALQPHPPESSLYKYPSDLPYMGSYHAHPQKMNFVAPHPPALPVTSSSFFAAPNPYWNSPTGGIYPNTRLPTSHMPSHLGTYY
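His-tagged ERG Ets domain (1 uM in the protein solution; 300mM KCl, 50mM Tris-HCl, 1mM EDTA, 1mM DTT, pH 7.5) received compound, then a probe mix of 5 nM fluorescein-DNA and 100nM Texas-615-DNA. Fluorescence polarization was read for both dyes.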
GLS inhibitor – blocks human kidney-isoform glutaminase activity. O94925. AID 624170. GLS enzymatic activity, qHTS titration. Potency, µM (doses to about 45.5 µM), for inactives: at the highest dose activity change, negative = inhibition, actives largely listed as inhibitors. hit rate 0.21% among 410,000; also: % is scaled to controls: 0 for no effect and ±100 for the full control effect
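Two-point fluorescence kinetic (t0, 30 min RT) for hKGA; glutamate detected via glutamate oxidase–HRP–Amplex Red. Substrate: 1 mM L-glutamine solution; buffer 45 mM KH2PO4, pH 8.2.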
RGS4 inhibitor – blocks human RGS4-accelerated GTP hydrolysis. P49798. Transcreener GDP fluorescence polarization, RGS4-accelerated GTP hydrolysis. Potency, µM (titrated, usually from 114 µM), for the others: top-dose activity change, negative = inhibition, actives largely listed as inhibitors. hit rate 0.039% among 390,000. AID 504845; also: % is scaled to controls: 0 for no effect and ±100 for the full control effect; nearly all actives have a fitted effect of over 75% in size; some results filed as inactive show a strong effect at the top dose
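MLSMR compounds (23 nl, pin-transferred) preincubated 10 min at room temperature with a 500nM (2x) first reagent, then RGS4 at 900nM (2x) plus Transcreener GDP mix added; fluorescence polarization (620/688 nm) read before and after 90 min at 30 °C.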
rTrxR1 inhibitor – blocks rat thioredoxin reductase 1; O89049; recombinant rTrxR1, NADPH fluorescence consumption, selenite substrate; hit rate 1% among 390,000; Potency, µM (doses to about 114 µM), inactives show top-dose activity change, negative = inhibition, hits mostly inhibitors; also: % is scaled to controls: 0 for no effect and ±100 for the full control effect; nearly all actives have a fitted effect of over 65% in size
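Rat TrxR1 (90 nM in the dispensed reagent) was pre-reduced with 400 uM NADPH for 5 min at room temperature, then incubated with compound for 15 min. After 400 uM selenite was added, NADPH fluorescence (Ex 340/Em 450 nm) was followed for 8 min.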
12-LOX inh – ALOX12 (human) lipoxygenase inhibition; P18054; purified 12hLO, xylenol orange hydroperoxide absorbance; Potency, µM (doses to about 108 µM), inactives show top-dose activity change, negative = inhibition, actives largely listed as inhibitors; hit rate 1.1% among 580,000; AID 1671190; also: % is scaled to controls: 0 for no effect and ±100 for the full control effect
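Purified human 12hLO (150 nM final) in 25 mM Hepes, 0.01% Triton X-100, pH 7.0 was preincubated 15 min at room temperature with compound. Then 40 uM arachidonic acid was added, 30 min. Hydroperoxide was read by Fe-XO absorbance ratio 573/405 nm.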
Pin1 inhibitor – blocks the human prolyl isomerase Pin1. Q13526. Pin1 FP peptide displacement, HiFluor488, 10 min. Potency, µM (series often up to 115 µM), for inactives: at the top dose activity, negative = inhibition, usual class: inhibitors. hit rate 0.009% among 390,000. AID 504891; active = well fitted inhibition curve with a large enough effect in the polarisation, with a control signal flat, not every such curve was filed as active; inconclusive = small, poorly fitted or top-dose-only effect, or effect the other way, or a change in a side signal; inactive = no such curve, though single readings can be large or run the other way; the % refers to the polarisation; also: % is scaled to controls: 0 for no effect and ±100 for the full control effect
JMJD2A Tudor – JMJD2A Tudor domain (human) inhibition. AlphaScreen JMJD2A-Tudor / H3K4me3 peptide binding. hit rate 4.4% among 390,000. Potency, µM (highest dose often 114 µM), for inactives: at the top dose activity change, negative = inhibition, usual class: inhibitors; also: % is scaled to controls: 0 for no effect and ±100 for the full control effect; nearly all actives have a fitted effect of over 50% in size
* hit, by the source's call; i = inactive; ? = inconclusive; . = not tested or not shown; & = joins results of further samples; [ ] = another dose, or the depositor's remark. Unless noted, calls follow the shape of the dose curve; as a rule, active = well fitted curve in the direction sought with a large enough effect; inconclusive = small, poorly fitted or top-dose-only effect, or another doubt; inactive = no such curve, though single readings can be large; an effect the other way counts as inactive or inconclusive. Potency is read from the fitted curve at half-maximal effect. Only part of the results is shown (hit frequency here may not be typical).

12-LOX inh	Pin1 inhibitor	ERG-DNA inh	HP1b binding inh	RGS4 inhibitor	JMJD2A Tudor	GLS inhibitor	PGK inhibitor	rTrxR1 inhibitor	mol
0%	-3%	-20%	-3%	22%	-23%	-1%	-7%	33%	CSc1cccc(N=C2C(=O)Nc3ccccc32)c1
-2%	-17%	5%	29%	-4%[56.9 µM]	-11%[57.1 µM]	2%	-8%	16%	Cc1ccc(/C=C/S(=O)(=O)N2CCC(C(=O)O)CC2)cc1
14%	5%	7%	29%	-4%	-12%	-8%	0%	0%[57.1 µM]	COc1ccc2[nH]c3c(c2c1)CCC/C3=N\N
-7%	4%	13%	26%	-3%	-5%	-3%	i	6%	Cc1cccc(C(=O)NC2CCN(CC(=O)NCc3ccccc3F)CC2)c1
17%	0%	-9%	?	3%	-16%	-14%	0%	29%[57.1 µM]	CCCCCC(=O)NNC1=NCC(Cc2ccccc2)S1 (stereo unspecified)
2%	0%	.	22%	-47%	-11%	0%	-3%	-2%	COC(=O)c1ccc(C(=O)OC)c(NC(=S)N2CCCC(C)C2)c1 (stereo unspecified)
4%	0%	1%	68%[activator]	2%	37%[activator]	5%	-7%	36%[activator]	CCCc1ccc(OCc2ccc(C(=O)Nc3ccccc3C(=O)OC)o2)cc1
-11%	4%	-7%	49%	-24%	-25%	10%	2%	14%	COc1ccc(-c2nnc(SCC(=O)N3CCc4ccccc4C3)o2)cc1
-17%	10%	-3%	18%	7%	-4%	3%	6%	8%	Cc1ccc(-n2c(=O)c3c(cnn3C)n(Cc3ccccc3F)c2=O)cc1
?	2%	-10%	?	-26%	3.2µM*	-9%	-5%	16%[57.1 µM]	COc1ccc(CN2CCC(N(CCc3ccccc3)Cc3ccccc3)CC2)c(OC)c1
-24%&-24%	?	4%&0%	14%&19%	12%&-7%	-25%&3%	34%&-6%	-7%&-2%	15%&5%	Cc1ccc(C(=O)Nc2cccc(O)c2)cc1S(=O)(=O)N1CCCCCC1
-43%	1%	-2%	22%	6%	-1%	3%	2%	16%	CC(=O)Nc1cccc(-n2c(=O)n(Cc3ccccc3)c(=O)c3[nH]cnc32)c1
-28%	2%	-9%	51%[activator]	29%	-2%	-4%	-5%	-11%	Cc1cccc(C)c1NC(=O)C1=C(O)c2sccc2N(C)S1(=O)=O
15%	4%	6%	-4%	-14%[11.4 µM]	?	17%	i	-12%[57.1 µM]	CCCC1C(C#N)=C(N)Oc2n[nH]c(C(C)(C)C)c21 (stereo unspecified)
-3%	1%	-2%	3%	5%	?	13%	-9%	20%[57.1 µM]	CCOC(=O)c1ccc(N=c2sc(C(=O)OC)cc(=O)n2-c2ccc(C(=O)OCC)cc2)cc1
7%	-2%	-10%	55%[activator]	2%	11%	-5%	-5%	15%	O=C(NCC(=O)N1CCCCCCC1)c1ccco1
22%	3%	0%	46%	-15%	-8%	-23%	6%	8%	NNC(=O)c1csc(-c2cccc(C(F)(F)F)c2)n1
1%	-3%	14%	27%	-41%	-25%	0%	i	-8%	CCOCCn1ccc2c(OCC(=O)Nc3ccc(OC)cc3OC)cccc2c1=O
-28%	1%	9%	12%	-13%	-29%	4%	-1%	19%[57.1 µM]	CC(=O)N1CCN(c2ccccc2NC(=O)COc2cc(C)ccc2C(C)C)CC1
0%	-2%	9%	26%	-5%	-10%	2%	-6%	7%	Cc1ccc(S(=O)(=O)N2CCOCC2)cc1C(=O)NCc1ccccn1
0%	-10%	-7%	8%	12%	-1%	1%	-11%	-19%	O=C(O)/C=C/c1ccc(S(=O)(=O)Nc2ccccc2C(=O)Nc2ccc(F)cc2)cc1
-2%	5%	3%	48%[activator]	?	-5%[57.1 µM]	2%	-2%	-1%	CCOC(=O)c1sc(NC(=O)CCN2C(=O)c3ccccc3C2=O)c(C(=O)OCC)c1C
0%	4%	-4%	114%[activator]	-3%	73%[activator]	-10%	i	1%[57.1 µM]	COC(=O)c1sc(C(C)(C)C)cc1CSc1ccccc1
5%	38%[activator]	-2%	39%[activator]	-7%	-7%	-3%	-6%	24%	Cc1ccccc1CNC(=O)c1ccc(CSc2nc3cccnc3n2Cc2ccccc2)cc1
-26%	14%	3%	8%	6%	-18%	-13%	0%	27%	CCn1cc(C(=O)NCCc2ccc(OC)c(OC)c2)c(=O)c2cc(S(=O)(=O)N3CCc4ccccc4C3)ccc21
0%	4%	-6%	12%	8%	-5%	3%	1%	17%[57.1 µM]	COc1ccc(CN2CCN(c3nc4ccccc4s3)CC2)cc1
11%	2%	.	61%[activator]	-37%	79µM*	?	.	-9%	O=C(COc1ccc2ccccc2c1)Nc1ccc(Cc2ccncc2)cc1
-12%	-14%	-3%	5%	10%	-3%	8%	1%	9%	O=C(NCc1cccnc1)C1CCN(S(=O)(=O)c2cc(Cl)ccc2Cl)CC1
?	-7%	-9%	15%	14%	?	0%	-1%	14%[57.1 µM]	CCCC[C@@H]1CNC(=S)N1CCc1cccc(F)c1
?	0%	7%	9%	-6%	-29%	12%	3%	-4%	COc1cc(/C=N/Nc2nc3ccccc3[nH]2)ccc1O
2%[57.4 µM]	16%&10%	-1%&0%	-6%&18%	-15%&-9%	?	0%&10%	-16%&-16%	-9%&4%[57.1 µM]	Cc1ccc(S(=O)(=O)Cc2ccc(C(=O)N3CCN(c4cccc(C)c4C)CC3)o2)cc1
?	-4%	-1%	13%	1%	?	-1%	2%	30%[57.1 µM]	O=C(NCc1ccccc1)C(c1cccnc1)N(Cc1ccco1)C(=O)c1ccccn1 (stereo unspecified)
-4%	35%[activator]	8%	0%	24%	-6%	10%	-7%	-3%[57.1 µM]	Cc1nnc(SCC(=O)N(C)c2ccccc2)n1Cc1ccccc1
40µM*	-2%	3%	0%	10%	-26%	-9%	-3%	12%[57.1 µM]	CC(C)(C)c1ccccc1NC(=S)NC1CCCCC1
156%[activator]	-10%	-6%	27%	6%	-17%	6%	i	25%	CN(CC(=O)Nc1ccc(Cl)cc1)C(=O)Cc1c(F)cccc1Cl
179%[activator][57.4 µM]	1%	-1%	36%[activator]	-16%	-28%	-3%	-7%	19%[57.1 µM]	CCCn1c(SCC(=O)NCc2ccccc2)nnc1-c1ccncc1
6%	5%	2%	20%	-10%	7%	87%	-4%	21%[57.1 µM]	CC(C)NC(=O)N1c2ccccc2Sc2ccccc21
.	-4%	-7%	40%[activator]	-4%	-8%[11.4 µM]	-4%	-1%	25%[57.1 µM]	Cc1scc(C(=O)NNC(=O)CCC(=O)O)c1C
?	0%	0%	77%[activator]	-10%	24%	-1%	-11%	7%	COc1ccc(-c2ccc3c(c2)C2CC3CCN2C(=O)OCc2ccccc2)cc1 (stereo unspecified)
-29%	0%	-5%	29%	-3%	-2%	-11%	-9%	16%	COc1cccc(CNC(C)C(=O)Nc2ccc(S(=O)(=O)N3CCCC3)cc2)c1 (stereo unspecified)
?	-3%	34%[activator]	2%	-27%[56.9 µM]	-23%	-13%	7%	?	CC1=NOC(=O)/C1=C/c1ccc(O)c(Br)c1
-11%	-9%	6%	38%	16%	-12%	3%	-4%	12%	COC(=O)c1ccccc1NC(=O)CSc1ncn[nH]1
-7%	3%	-5%	21%	-13%	7%	-4%	-7%	16%	CCc1nn(CC(=O)NC(C)CCc2ccccc2)c(=O)c2cc3c(OC)cccc3n12 (stereo unspecified)
?	?	2%	14%	10%	-20%	-5%	i	18%	Cc1ccc(NC(=O)CN2C(=O)CC(c3ccco3)Sc3ccccc32)cc1Cl (stereo unspecified)
0%	2%	3%	44%[activator]	-12%	5%	-10%	3%	-6%	COc1ccc(CCNC2CC(=O)N(CCc3ccccc3)C2=O)cc1OC (stereo unspecified)
?	1%	2%	14%[57 µM]	19%	-30%	-2%	-13%	10%[57.1 µM]	CCOC(=O)c1[nH]c(C)c(CCC(=O)NCc2ccc(OC(C)C)cc2)c1C
?	-3%	-16%	35%	-18%	1%	-1%	-1%	-14%	O=C(Cc1cccs1)NCCN1CCOCC1
?	1%	-4%	83%[activator]	-25%	27%	56%[activator]	-20%	-2%[57.1 µM]	CC(C1CC1)N(Cc1ccccc1)C(=S)Nc1cccc(C(F)(F)F)c1 (stereo unspecified)
17%	4%	0%	-43%	?	6.3µM*	-4%	-3%	0%	Cc1[nH]c2ccccc2c1Cc1n[nH]c(=S)n1C
?	1%	-6%	7%	6%	-13%	2%	4%	15%	COCCN(C(=O)COC(=O)CCC1CCCC1)c1c(N)n(Cc2ccccc2)c(=O)[nH]c1=O
-23%	?	30%	35%	-24%[56.9 µM]	-24%	11%	-1%	-11%[57.1 µM]	O=C1CCCC/C1=C\Nc1ccc(S(=O)(=O)Nc2cnc3ccccc3n2)cc1
14%	1%	9%	21%	20%	-21%	1%	9%	-8%	CCOC(=O)C1CCN(C(=O)C(=O)c2cn(CC(=O)N3CCCCCC3)c3ccccc23)CC1
4%	-4%	4%	18%	-19%	-14%	3%	i	9%[57.1 µM]	CC(=O)N1CCN(Cc2nc3scc(-c4ccccc4)c3c(=O)[nH]2)CC1
